Bioassay records from PubChem.
NadD inh – NadD (S. aureus) enzyme inhibition. inhibition, % at 20 µM. purified NadD enzyme, colorimetric absorbance read-out. 360,000 compounds, 0.78% hits; in the data active = inhibition above about 26%; also: some compounds past the cut are filed as inactive
Rpn11 block – blocks the human proteasome subunit Rpn11; O00487; human 26S proteasome, Ub4-pepOG fluorescence polarization; 20S core pre-blocked with epoxomicin; calls only at 20 µM; 360,000 compounds, 0.59% hits; AID 588493;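 active = inhibition at 20 µM, scaled to each plate's controls, above about 33%, limit read from the data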
Target sequence (O00487 whole entry, looked up): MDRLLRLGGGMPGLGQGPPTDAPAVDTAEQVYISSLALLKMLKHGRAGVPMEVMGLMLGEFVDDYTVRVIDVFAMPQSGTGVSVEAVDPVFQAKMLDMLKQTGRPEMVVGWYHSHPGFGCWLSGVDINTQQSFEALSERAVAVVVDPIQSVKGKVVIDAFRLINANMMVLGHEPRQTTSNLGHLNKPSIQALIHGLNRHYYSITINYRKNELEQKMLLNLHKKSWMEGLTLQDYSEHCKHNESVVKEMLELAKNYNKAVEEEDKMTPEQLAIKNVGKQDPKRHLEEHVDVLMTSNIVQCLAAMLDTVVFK
STEP inh – inhibitors of human striatal-enriched phosphatase STEP; P54829; recombinant STEP, OMFP fluorogenic substrate, fluorescence; inhibition, % at 20 µM; 360,000 compounds, 0.25% hits; AID 588621;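 active = inhibition at 20 µM, scaled per plate between control wells, above about 37%, limit read from the data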;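 also: 0% = DMSO with enzyme and substrate and 100% = substrate only without enzyme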
Target sequence (P54829 whole entry, looked up): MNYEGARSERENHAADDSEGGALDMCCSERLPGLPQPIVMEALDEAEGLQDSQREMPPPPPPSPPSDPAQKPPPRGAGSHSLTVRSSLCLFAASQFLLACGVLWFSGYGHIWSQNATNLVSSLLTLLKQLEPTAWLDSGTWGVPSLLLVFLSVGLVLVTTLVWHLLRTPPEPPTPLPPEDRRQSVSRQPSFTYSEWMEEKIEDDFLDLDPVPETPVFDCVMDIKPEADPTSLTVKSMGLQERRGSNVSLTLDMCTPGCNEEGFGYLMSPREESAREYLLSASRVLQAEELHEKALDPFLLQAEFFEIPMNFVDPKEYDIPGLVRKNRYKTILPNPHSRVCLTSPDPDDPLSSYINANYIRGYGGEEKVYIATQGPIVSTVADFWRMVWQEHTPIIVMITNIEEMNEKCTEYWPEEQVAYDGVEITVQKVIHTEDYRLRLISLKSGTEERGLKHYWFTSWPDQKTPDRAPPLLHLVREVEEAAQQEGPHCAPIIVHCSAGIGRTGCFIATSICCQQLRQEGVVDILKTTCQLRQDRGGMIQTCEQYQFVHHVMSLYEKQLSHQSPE
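medium = Bis-Tris buffer pH 6.0, 2.5 mM DTT, 0.005% Tween 20 | test system = STEP (striatal-enriched tyrosine phosphatase) enzyme, cell-free | measure = normalized % inhibition | compound dosing = 20 µM, 1% DMSO | also added = 25 µM OMFP | schedule = reaction 20 min, ambient temperature | measured by = fluorescence read at 480 nm ex / 540 nm em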
Scp1 inh – blocks human Scp-1 phosphatase activity. 340,000 compounds, 0.88% hits. AID 493091. Recombinant Scp1, phosphopeptide, malachite green phosphate absorbance. inhibition, % at 20 µM. Q9GZU7;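 active = inhibition above about 50% at 20 µM, limit read from the data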;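 also: plate controls were DMSO wells with enzyme for no effect and wells lacking enzyme for full effect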
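assay system = SCP-1 phosphatase catalytic domain, residues 76-261 | buffer or medium = 50 mM Tris acetate pH 5.5, 0.005% Tween-20, 10 mM MgCl2 | incubation = enzyme reaction 45 min at room temperature, colour 5 min, stabilisation 30 min | signal = Phosphate-binding colour reagent, absorbance read at 630 nm | measure = % inhibition at 20 µM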
DNMT1 inh – DNMT1 (human) enzyme inhibition. 360,000 compounds, 0.83% hits. inhibition (reported as % activation of signal), % at 10 µM. AID 588458. DNMT1 molecular beacon, Hinp1I cleavage, fluorescence; in the data active = inhibition above about 50%
LMPTP block – blocks human LMPTP phosphatase; recombinant LMPTP-A, OMFP fluorogenic substrate, fluorescence intensity; inhibition, % at 20 µM; 360,000 compounds, 0.22% hits;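 active = compounds that cut the enzyme signal by at least half of the control window in the single-dose screen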;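 also: plate controls were DMSO wells with enzyme plus substrate for no effect and substrate without enzyme for full effect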
Target sequence (P24666 whole entry, looked up): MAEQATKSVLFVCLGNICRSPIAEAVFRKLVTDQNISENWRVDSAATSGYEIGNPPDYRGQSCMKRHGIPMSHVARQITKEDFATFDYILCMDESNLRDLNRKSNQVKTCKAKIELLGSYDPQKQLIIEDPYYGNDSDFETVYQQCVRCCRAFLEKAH
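test system = LMPTP-A | amount = 0.625 nM LMPTP-A final | reagent = fluorogenic phosphatase substrate OMFP at 400 µM final | incubation = 50 min at room temperature | benchmarks = no-enzyme low control, uninhibited high control | medium = Bis-Tris pH 6.0, DTT, detergent | signal = fluorescence intensity of OMFP turnover product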
CSN inh – CSN deneddylation inhibition; inhibition, % at 12.5 µM; Q92905; 360,000 compounds, 0.38% hits; Purified CSN, SCF-Nedd8-OG deneddylation, fluorescence polarization; AID 651999;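 active = pattern-corrected inhibition above about 35%, with an unprinted fluorescence ratio check between 0.5 and 1.5, limit read from the data, passing the limit was not always enough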;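 also: 0% = enzyme with substrate and 100% = substrate without enzyme; some results filed as inactive read as strong as hits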
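assay system = purified human Csn5 enzyme expressed in HEK293T cells | amount = 0.24 nM enzyme | buffer or medium = Tris/NaCl/DTT buffer, pH 7.5 | reagent = 10 nM SCFSkp2-Nedd8OG | compound = one concentration, 12.5 µM, 0.25% DMSO | times = 90 min reaction at room temperature | signal = FP | read-out basis = % inhibition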
MsrA inh – inhibits bovine methionine sulfoxide reductase A | purified bovine MsrA, absorbance read-out | inhibition, % at 15.5 µM | 360,000 compounds, 0.75% hits | AID 651718; in the data active = inhibition above about 4.5%;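 also: 0% = vehicle wells with enzyme and 100% = reference inhibitor wells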
SUMO1-SIM PPI – modulators of human SUMO1-mediated protein-protein interactions; P63165; SUMO1 binding to a labelled peptide, TR-FRET, 1 h; inhibition, % at 20 µM; 360,000 compounds, 0.33% hits; in the data active = inhibition above about 37%
Tb MetRS inh – Trypanosoma brucei MetRS inhibition. purified T. brucei MetRS, ATP depletion, Kinase-Glo luminescence. inhibition, % at 11.9 µM. 360,000 compounds, 0.4% hits;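 active = inhibition above a per-plate cutoff of the control wells' mean inhibition plus 3 SD, cut at about 5.5% in these data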;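 also: 0% = DMSO wells median and 100% = median of wells with control inhibitor compound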
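Dosing: 11.9 µM single point; system: parasite MetRS enzyme; technique: luminescence of leftover ATP; times: 15 min enzyme-compound preincubation, 2 h reaction, 10 min detection, 25 °C; replicates: each compound tested once; read-out basis: percent inhibition relative to median high and low control wells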
The depositor's hits bear a star; i = inactive; · = not tested or not shown; + = active, no number. A portion of the library; the hit share may differ from the screen's.

mol	SUMO1-SIM PPI	MsrA inh	Scp1 inh	DNMT1 inh	LMPTP block	CSN inh	Tb MetRS inh	STEP inh	Rpn11 block	NadD inh
CCCCCCCSc1cc(OC)c(CCNC)cc1OC	2.0	-1.2	0.3	19.1	-0.1	-5.3	-1.0	4.8	i	0.9
CCCCn1c(=O)c(C(=O)NCc2ccco2)c(O)c2ccccc21	1.7	-0.2	-4.1	1.1	2.6	-3.6	-1.4	2.2	i	-3.7
CN1CCCN(C(=O)COc2ccccc2Br)CC1	3.5	0.1	1.0	-3.1	-2.0	-0.3	-0.4	-1.1	i	-0.8
N#CC1c2ccccc2-n2nncc2CN1S(=O)(=O)c1ccccc1 (stereo not drawn)	19.0	0.9	4.1	5.0	-2.7	-2.8	-1.1	-2.5	i	1.9
CN(C)C1(c2nnnn2-c2ccc(Cl)cc2)CCCCC1	-0.1	0.0	-9.1	-0.3	-0.5	4.2	-0.8	-0.5	i	-0.8
O=c1[nH]c(O)c(N=Nc2ccc3c(c2)OCCO3)c(=O)[nH]1	-30.7	0.4	-0.5	-2.8	4.2	-3.5	0.1	3.6	+	-0.9
Nc1ccc(CCN2CCCC2)cc1	-5.4	0.3	-8.6	-11.7	-1.6	0.9	-0.1	-0.7	i	-3.5
c1cncc(C2CC(c3cccs3)n3ncnc3N2)c1 (stereo not drawn)	-6.8	0.5	-15.4	2.2	0.9	-0.3	-0.5	-2.4	i	-2.3
COC(=O)C1=C(c2ccc(OC)c(OC)c2)C[C@@H]2CC[C@H]1N2C(=O)NCCOc1ccc(OC)cc1	-3.4	-0.7	-5.6	0.6	0.3	2.5	-0.2	0.2	i	1.8
CC(Cc1ccccc1)NC(=O)Cc1ccc([N+](=O)[O-])cc1 (stereo not drawn)	-10.5	1.6	-4.7	0.9	-1.4	1.3	0.3	2.3	i	-0.3
COC1=C(C)C(=O)C2=C(C1=O)C(CO)N1C(C#N)C3CC4C(C1C2N1CCOC41)N3C (stereo not drawn)	-7.4	1.4	-0.3	-10.0	-1.3	-2.8	-0.5	-1.4	i	0.1
COC(=O)C1=C(c2ccccc2OCc2ccccc2)C[C@@H]2CC[C@H]1N2C(=O)NCc1ccc(C(C)(C)C)cc1	3.3	0.9	-17.6	5.5	8.4	-1.5	-0.2	4.0	i	3.9
Cc1ccccc1-n1c(O)c(/C=N/NC(=O)c2ccncc2)c(=O)[nH]c1=O	-9.9	1.9	-6.2	0.6	-1.5	1.9	0.0	-2.0	i	-0.4
C=CCn1c(O)c(C(CC)=NCCc2c[nH]c3ccccc23)c(=O)[nH]c1=O	3.4	0.9	-18.4	-1.7	0.3	2.8	2.0	0.6	i	-1.2
CSc1ccccc1C(=O)C1CCCN(Cc2ccccn2)C1 (stereo not drawn)	-1.3	1.1	-4.0	-2.0	0.2	-6.0	-0.5	-5.0	i	-2.8
Cc1ccc(CS(=O)(=O)Cc2ccc(C(=O)N3CCC4(CC3)OCCO4)o2)cc1	4.8	-1.0	0.4	1.3	-1.0	0.2	0.2	1.8	i	-1.5
C[C@H]1CN([C@@H](C)CO)C(=O)CCCn2nncc2CO[C@H]1CN(C)C(=O)Oc1ccc2ccccc2c1	4.8	-1.5	·	3.6	-0.2	-0.7	-0.6	-2.4	i	4.7
O=C1CN=C(c2ccccc2F)c2cc(Cl)ccc2N1	2.2	-0.3	-6.3	3.3	0.9	-6.6	-1.1	-1.1	i	1.7
CO[C@H]1C=C2CCN(C)[C@H]2C2c3cc4c(cc3C(=O)O[C@@H]21)OCO4 (stereo partly drawn)	2.8	-0.8	36.8	15.7	-1.1	-2.7	-1.2	2.4	i	2.4
O=C1CC(=O)N(c2ccc(Cl)cc2Cl)C(=O)N1	2.6	0.8	-14.2	0.3	0.1	15.6	0.0	1.7	i	10.2
COc1ccc(OC)c(C(O)C2CCCCN2)c1 (stereo not drawn)	2.3	0.7	-6.0	1.3	-2.8	1.0	-1.1	1.4	i	-9.9
O/N=C/c1c[nH]c2ccccc12	0.4	-0.8	-11.2	0.3	-1.2	-0.9	-1.1	-3.9	i	-2.1
CCCC1C(C#N)=C(N)Oc2c1c(=O)oc1ccccc21 (stereo not drawn)	1.0	0.4	-3.3	0.9	0.0	-7.6	0.1	0.9	i	1.6
C[C@]12CCC(=O)CC1CCC1C2CC[C@]2(C)C(OC(=O)CCC(=O)O)CCC12 (stereo partly drawn)	-5.1	0.8	-15.4	0.1	-2.4	3.7	-0.3	2.1	i	-4.5
Cc1cccnc1NC1=NCC(C)S1 (stereo not drawn)	-2.2	-0.8	-11.9	0.3	-1.1	0.9	-1.2	4.6	i	3.2

Rewritten with two lines to a compound: part of the list above
The line under a structure holds: SUMO1-SIM PPI	MsrA inh	Scp1 inh	DNMT1 inh	LMPTP block	CSN inh	Tb MetRS inh	STEP inh	Rpn11 block	NadD inh
C=CCn1c(O)c(C(CC)=NCCc2c[nH]c3ccccc23)c(=O)[nH]c1=O
→ 3.4	0.9	-18.4	-1.7	0.3	2.8	2.0	0.6	i	-1.2
CSc1ccccc1C(=O)C1CCCN(Cc2ccccn2)C1 (stereo not drawn)
→ -1.3	1.1	-4.0	-2.0	0.2	-6.0	-0.5	-5.0	i	-2.8

(listing goes on)
mol	SUMO1-SIM PPI	MsrA inh	Scp1 inh	DNMT1 inh	LMPTP block	CSN inh	Tb MetRS inh	STEP inh	Rpn11 block	NadD inh
COC(=O)C1=C(c2cc3ccccc3o2)C[C@@H]2CC[C@H]1N2C(=O)NCc1ccccc1	-7.0	0.7	-4.4	-2.2	0.4	1.9	-0.5	-0.4	i	-15.7
COc1cccc(-n2c(O)c(C=NCCN3CCNCC3)c(=O)[nH]c2=S)c1	-6.2	4.0	-15.2	6.6	-4.7	0.1	0.4	1.3	i	-7.2
CCOC(=O)C(NC(C)=O)C(OC(C)=O)c1cccc(N(CCCl)CCCl)c1 (stereo not drawn)	-2.1	0.7	3.6	0.1	-4.0	-2.0	-0.7	-6.3	i	-0.6
FC(F)(F)c1cccc(C2NCc3ccccc3-n3cccc32)c1 (stereo not drawn)	-1.6	-0.9	12.3	1.9	-3.2	5.1	-1.2	2.5	i	-5.1
CCC(=NCc1cccnc1)c1c(O)n(Cc2ccccc2)c(=O)[nH]c1=O	0.2	0.4	-21.4	1.9	-2.2	2.3	0.0	1.0	i	1.2
COc1cccc(-n2c(CN3CCN(C)CC3)nc3ccc([N+](=O)[O-])cc3c2=O)c1	-20.7	0.9	6.6	-10.4	-1.5	2.3	-1.4	-3.3	i	5.0
COc1cc(/C=C2\C(=O)NC(=O)N(c3ccccc3)C2=O)c([N+](=O)[O-])cc1OC	-15.4	1.4	-9.7	1.7	-1.2	-2.7	0.3	2.4	i	-4.2
CCOP(=O)(CCP(=O)(OCC)OCC)OCC.C[CH2][Sn]([Cl])([Cl])[CH2]C	-2.3	56.4*	4.7	-5.5	-1.6	-2.5	0.5	-0.9	i	-1.5
CC12CCC3C(CCC4CC(=O)C(C(O)C(F)(F)F)CC43C)C1CCC2O (stereo not drawn)	-5.3	-0.2	-9.5	-2.0	-0.4	6.8	-0.3	-0.3	i	-2.2
CC(=O)Nc1ccc2c(c1)CC1(C(=O)N(C)C(=O)N(C)C1=O)C1CCCN21 (stereo not drawn)	1.5	0.8	-7.8	-13.9	-0.1	-0.5	0.7	-3.4	i	2.1
CC[C@@]1(O)C(=O)OCc2c1cc1n(c2=O)Cc2cc3c(NC(=O)CN)cccc3nc2-1	-30.7	3.1	-9.0	-3.9	-1.8	2.9	0.1	2.2	i	-3.8
O=C(c1c[nH]cc1-c1ccccc1)c1cccc2ccccc12	-5.1	0.2	-8.5	-6.1	1.0	1.5	-1.2	0.0	i	-1.2
O=C1NC2NC(=O)N([N+](=O)[O-])C2N1 (stereo not drawn)	3.3	0.4	-2.2	-0.3	-2.9	-6.3	-0.3	1.7	i	-6.4
Cc1cc(OCC(=O)N2CCCN(C)CC2)ccc1Cl	0.3	1.5	-4.0	4.6	-0.4	-1.1	-0.3	-2.5	i	-1.4
COC(=O)C1=C(c2ccc(OC(F)(F)F)cc2)C[C@@H]2CC[C@H]1N2C(=O)NCCOc1ccc(OC)cc1	3.2	10.0*	-9.8	-5.1	3.6	-2.2	0.2	3.9	i	-2.1
N#CC(c1cccnc1)N1CCOCC1 (stereo not drawn)	5.3	0.7	-12.8	0.6	0.1	-0.1	-1.0	-1.6	i	-4.6
NS(=O)(=O)OC(CCc1ccccc1)C(Cl)(Cl)Cl (stereo not drawn)	7.0	2.3	-6.5	2.5	1.4	-12.3	-0.3	-0.5	i	-8.9
COC(=O)C(C)Oc1cc(C)cc2oc(=O)c3c(c12)CCC3 (stereo not drawn)	-7.2	-0.2	-5.7	-2.3	-1.7	-1.3	0.0	-0.1	i	-4.8
Clc1cccc(CN2CCCCC2c2cccnc2)c1 (stereo not drawn)	-1.1	0.4	-8.0	1.7	-3.6	2.7	-1.5	-2.4	i	2.0
O=C(O)c1cccc(NC(=O)N2C[C@H]3C[C@@H](C2)c2cccc(=O)n2C3)c1	0.2	-0.6	4.1	4.3	-2.3	3.7	0.3	-2.2	i	0.2
CC1OC(NCCc2ccccc2)C(O)C(O)C1O (stereo not drawn)	2.6	0.8	-2.2	12.2	-0.3	-1.4	0.4	-5.7	i	2.5
CNC(=O)Oc1ccccc1C1CCCCC1	3.3	0.4	-12.4	0.5	0.2	0.0	-0.4	-1.8	i	-11.0
O=C(Cc1ccccc1)N1CCN(CC2CC=CCC2)CC1 (stereo not drawn)	2.3	0.2	-4.8	3.7	-0.5	0.2	0.2	-2.0	i	-4.8
Cc1c(C(=O)C(=O)N2CCOCC2)c2ccccc2n1Cc1ccccc1	0.0	1.9	-8.2	-0.1	-0.3	-2.9	0.0	-1.3	i	-3.9
O=C(OC1CCN(CCCl)CC1)C(c1ccccc1)c1ccccc1	7.0	-0.1	-6.3	7.0	-3.2	1.3	-0.9	-5.8	i	-8.6
CCNCC1(c2ccc(OC)c(OC)c2)CCCC1	-0.3	1.0	3.6	0.6	-0.2	-1.2	-1.0	-3.2	i	5.1
O=C(c1cccc(C(F)(F)F)c1)C1CCCN(Cc2ccccc2O)C1 (stereo not drawn)	3.1	0.1	2.2	3.4	-0.5	-0.3	-0.1	-1.4	i	6.4
Cn1cc(C(=O)OCC(=O)N2CCCCC2)c2ccccc21	3.9	1.7	-7.2	2.2	0.6	5.7	-0.1	-1.0	i	0.2
